Compound activity from PubChem BioAssay.
D2 agonist – activates the human D2 dopamine receptor; P14416; HEK293 T-REx D2 cells, calcium flux agonist mode; activation, % at 2 µM; 0.53% of 340,000 active;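 active means activation over 3 SD above normal in the single-dose calcium agonist read, cut at about 30% in these data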; further: 0% is about no effect
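Tetracycline-induced HEK293 Trex cells with D2 receptor force-coupled to calcium signaling, plated overnight at 30 C and loaded with no-wash calcium dye. Calcium flux read kinetically for 180 s after compound addition; responses flag agonists.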
RXFP1 antagonist – antagonists of human relaxin receptor RXFP1 | Q9HBX9 | HEK293-RXFP1, relaxin-stimulated cAMP HTRF, 30 min; active compounds read low | activity change, negative = inhibition, % at 57.5 µM | 0.59% of 350,000 active;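 active means activity change of -60% or lower, but not beyond a set lower limit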; further: on the % scale 0 is the no-effect control and ±100 the full control effect
Target sequence (Q9HBX9 whole entry, looked up): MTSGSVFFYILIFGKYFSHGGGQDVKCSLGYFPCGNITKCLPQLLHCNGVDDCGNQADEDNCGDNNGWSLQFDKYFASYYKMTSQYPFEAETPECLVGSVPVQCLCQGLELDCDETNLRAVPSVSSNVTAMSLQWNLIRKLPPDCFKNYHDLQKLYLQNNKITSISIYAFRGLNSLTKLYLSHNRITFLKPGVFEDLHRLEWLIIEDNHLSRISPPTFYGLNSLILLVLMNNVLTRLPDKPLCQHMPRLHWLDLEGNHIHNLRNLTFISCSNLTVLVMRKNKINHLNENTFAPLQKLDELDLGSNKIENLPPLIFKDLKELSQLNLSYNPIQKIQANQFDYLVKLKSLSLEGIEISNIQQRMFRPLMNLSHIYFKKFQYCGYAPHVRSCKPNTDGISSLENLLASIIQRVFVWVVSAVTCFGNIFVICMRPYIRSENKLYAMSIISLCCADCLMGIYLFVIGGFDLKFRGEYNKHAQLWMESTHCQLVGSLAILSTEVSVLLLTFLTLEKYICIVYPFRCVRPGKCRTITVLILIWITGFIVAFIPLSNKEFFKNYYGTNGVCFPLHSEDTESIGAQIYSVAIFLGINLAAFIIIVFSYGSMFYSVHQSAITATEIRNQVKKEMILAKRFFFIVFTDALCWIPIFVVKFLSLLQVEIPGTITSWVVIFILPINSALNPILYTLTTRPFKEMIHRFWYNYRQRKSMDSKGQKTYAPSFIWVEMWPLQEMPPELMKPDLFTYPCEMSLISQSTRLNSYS
D1 agonist – human D1 receptor agonism; 1% of 360,000 active; activation, % at 2 µM; P21728; HEK293 T-REx D1 cells, calcium flux, agonist mode; AID 504660; further: 0% is about no effect
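Tetracycline-induced HEK293 TREx D1 cells, force-coupled to calcium signalling, were dye-loaded with a no-wash calcium kit. Compound was pin-added after a 10 s baseline. Fluorescence was read kinetically at 1 cycle/s for 180 s, with calcium rises flagged as agonism.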
D2 PAM – positive allosteric modulators of human D2 dopamine receptor; HEK293 T-REx D2, calcium flux, EC20 dopamine potentiation; potentiation, % at 10 µM; P14416; 0.34% of 340,000 active;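 active means potentiation over 3 SD above the plate norm, cut at about 30% in these data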; further: 0% is about no effect
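Tetracycline-induced Hek293 Trex D2 cells, force-coupled to calcium, loaded with no-wash calcium dye. Compound added with 180 s kinetic read for agonism, then EC20 dopamine and a further 180 s read for potentiation.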
TRHR agonist – agonists of human TRH receptor. AID 493084. P34981. TRHR cells, calcium flux fluo-8, FDSS agonist mode. 0.18% of 360,000 active. activation, % at 2 µM; further: 0% is about no effect
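Fluo-8-loaded TRHR cells; 10 s baseline, compound added, kinetic Ca2+ fluorescence read 1/s, agonist mode.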
D1 potentiator – enhances dopamine response at the human D1 receptor; P21728; HEK293 TREx D1 cells, calcium flux, dopamine EC20 potentiation; potentiation, % at 10 µM; 0.036% of 360,000 active; AID 504651; in the data active means potentiation above about 30%; further: 0% is about no effect
D1 antag – antagonists of human D1 dopamine receptor | HEK293 TREx D1 cells, calcium flux, dopamine EC80; active compounds read low | activity change, negative = inhibition, % at 10 µM | 3.2% of 360,000 active | AID 504652; in the data active means activity change below about -30%; further: on the % scale 0 is the no-effect control and ±100 the full control effect
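Kinetic fluorescence of a calcium dye serves as the read-out. D1-expressing Hek293 Trex cells, induced overnight at 30 C, are exposed to compound for 180 s before an EC80 dopamine addition, then read 180 s further.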
TRHR PAM – TRH receptor (human) allosteric enhancement. P34981. TRHR cells, fluo-8 calcium fluorescence, EC20 TRH enhancement. enhancement, % at 2 µM. 0.66% of 360,000 active; in the data active means enhancement above about 30%; further: 0% is about no effect
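TRHR-expressing cells loaded with fluo-8 calcium dye were read kinetically (ex 480/em 530) during compound addition, then stimulated with an EC20 of TRH (10 nM final). Enhancement of the Gq-mediated intracellular calcium response was scored.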
D2 antagonist – D2 dopamine receptor (human) antagonism; P14416; HEK293 TREx D2 cells, calcium flux, dopamine EC80; inhibition, % at 10 µM; 2% of 340,000 active; in the data active means inhibition above about 30%; further: 0% is about no effect
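Tetracycline-induced HEK293 TREx cells expressing D2 receptor forced-coupled to calcium signalling, loaded with no-wash calcium dye. Compounds added and calcium flux read 180 s, then dopamine added at EC80 and read a further 180 s.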
The depositor's hits bear a star. Unless noted, no stated cut-off is given here; in the data, active means activation above about 30%; inactive means the rest.

The opening six compounds (preview)
For COc1cc(OC)cc(C(=O)Nc2ccccc2C(=O)N2CCCC2)c1 the results were D2 agonist 0.8, RXFP1 antagonist -14, D1 agonist 0, D2 PAM 13, TRHR agonist -0.5, D1 potentiator 6, D1 antag 2, TRHR PAM 3 and D2 antagonist 5.
`CN1C(=O)c2ccc(NC(=O)C3CCCCC3)cc2C1=O` gave D2 agonist -1.2, RXFP1 antagonist -6, D1 agonist 0, D2 PAM -3, TRHR agonist 0.8, D1 potentiator -7, D1 antag 18, TRHR PAM 5 and D2 antagonist -10.
`O=C(Nc1nnc(SCc2ccc(Cl)cc2)s1)c1cnccn1` gave D2 agonist -0.3, RXFP1 antagonist 0, D1 agonist 4, D2 PAM 10, TRHR agonist 0.4, D1 potentiator 0, D1 antag -36*, TRHR PAM 3 and D2 antagonist 1.
`COc1cc(OC)c(Nc2nc3ccc(C(=O)c4ccccc4)cc3n3c(C)nnc23)cc1Cl` gave D2 agonist 0.6, RXFP1 antagonist -15, D1 agonist 2, D2 PAM 14, TRHR agonist 1.1, D1 potentiator -4, D1 antag -16 and TRHR PAM 0.
Screening CCN(C(=O)CSc1ncn[nH]1)C1CCCCC1 returned D2 agonist 0.7, RXFP1 antagonist -8, D1 agonist 2, D2 PAM -17, TRHR agonist 0.5, D1 potentiator 4, D1 antag 15, TRHR PAM 3 and D2 antagonist -17.
`Cc1ccc(NC2=CC(=O)CC(C)(C)C2)cc1Cl` gave D2 agonist 0.6, RXFP1 antagonist -16, D1 agonist 4, D2 PAM -1, TRHR agonist 0.3, D1 potentiator 4, D1 antag 4, TRHR PAM 3 and D2 antagonist -4.

The whole of this part, from the first entry:
For COc1cc(OC)cc(C(=O)Nc2ccccc2C(=O)N2CCCC2)c1 the results were D2 agonist 0.8, RXFP1 antagonist -14, D1 agonist 0, D2 PAM 13, TRHR agonist -0.5, D1 potentiator 6, D1 antag 2, TRHR PAM 3 and D2 antagonist 5.
`CN1C(=O)c2ccc(NC(=O)C3CCCCC3)cc2C1=O` gave D2 agonist -1.2, RXFP1 antagonist -6, D1 agonist 0, D2 PAM -3, TRHR agonist 0.8, D1 potentiator -7, D1 antag 18, TRHR PAM 5 and D2 antagonist -10.
`O=C(Nc1nnc(SCc2ccc(Cl)cc2)s1)c1cnccn1` gave D2 agonist -0.3, RXFP1 antagonist 0, D1 agonist 4, D2 PAM 10, TRHR agonist 0.4, D1 potentiator 0, D1 antag -36*, TRHR PAM 3 and D2 antagonist 1.
`COc1cc(OC)c(Nc2nc3ccc(C(=O)c4ccccc4)cc3n3c(C)nnc23)cc1Cl` gave D2 agonist 0.6, RXFP1 antagonist -15, D1 agonist 2, D2 PAM 14, TRHR agonist 1.1, D1 potentiator -4, D1 antag -16 and TRHR PAM 0.
Screening CCN(C(=O)CSc1ncn[nH]1)C1CCCCC1 returned D2 agonist 0.7, RXFP1 antagonist -8, D1 agonist 2, D2 PAM -17, TRHR agonist 0.5, D1 potentiator 4, D1 antag 15, TRHR PAM 3 and D2 antagonist -17.
`Cc1ccc(NC2=CC(=O)CC(C)(C)C2)cc1Cl` gave D2 agonist 0.6, RXFP1 antagonist -16, D1 agonist 4, D2 PAM -1, TRHR agonist 0.3, D1 potentiator 4, D1 antag 4, TRHR PAM 3 and D2 antagonist -4.
`C=CCN1C(=O)/C(=C/c2ccc(OC)cc2)S/C1=N/c1nccs1` gave D2 agonist 1.1, RXFP1 antagonist 3, D1 agonist 2, D2 PAM -6, TRHR agonist 0.7, D1 potentiator -8, D1 antag 14, TRHR PAM 9 and D2 antagonist -12.
Screening CCN(CC)C(=O)c1ccc(Nc2nnc(-c3ccc(C)c(S(=O)(=O)NC)c3)c3ccccc23)cc1 returned D2 agonist -2.0, D1 agonist -1, D2 PAM -1, TRHR agonist -0.5, D1 potentiator 1, D1 antag -7 and TRHR PAM 6.
For Clc1ccc(-c2csc(N3CCCCCC3)n2)cc1 the results were D2 agonist -0.4, RXFP1 antagonist 0, D1 agonist 2, D2 PAM -7, TRHR agonist -0.2, D1 potentiator 0, D1 antag 26, TRHR PAM 3 and D2 antagonist -8.
For Cc1cc(NC(=O)c2ccc(C)s2)n(-c2ccccc2)n1 the results were D2 agonist -0.3, RXFP1 antagonist -9, D1 agonist 2, D2 PAM -9, TRHR agonist -0.4, D1 potentiator -2, D1 antag -1, TRHR PAM -13 and D2 antagonist 3.
For O=C(OCC1CCCN2CCCCC12)c1ccc2c(c1)OCO2 (configuration not stated) the results were D2 agonist -0.5, RXFP1 antagonist -10, D1 agonist 0, D2 PAM -10, TRHR agonist 1.6, D1 potentiator -6, D1 antag 7, TRHR PAM 12 and D2 antagonist -28.
COc1ccc(CCNc2nc(-c3ccc(F)cc3)c(CC(=O)O)s2)cc1OC was read as D2 agonist 0.2, RXFP1 antagonist 13, D1 agonist 0, TRHR agonist 0.8, D1 potentiator -3, D1 antag -2, TRHR PAM 4 and D2 antagonist -8.
For Cc1ccc(C)c(Cn2c(=O)n(Cc3ccc(C(=O)NC4CCN(Cc5ccccc5)CC4)cc3)c(=O)c3ccccc32)c1 the results were D2 agonist -0.4, D1 agonist 3, D2 PAM -7, TRHR agonist 0.0, D1 potentiator -2, D1 antag 11 and TRHR PAM 15.
`COc1cc(/C=N/NC(=O)c2cc(C3CC3)[nH]n2)cc(OC)c1OC` gave D2 agonist 0.0, RXFP1 antagonist 0, D1 agonist 0, D2 PAM -1, TRHR agonist 0.0, D1 potentiator -1, D1 antag 2, TRHR PAM -2 and D2 antagonist 0.
`CCOC(=O)c1ccc(NC(=O)/C=C/c2cccs2)cc1` gave D2 agonist 0.5, RXFP1 antagonist -102*, D1 agonist 10, D2 PAM 2, TRHR agonist 0.4, D1 potentiator -8, D1 antag -18, TRHR PAM 7 and D2 antagonist -3.
Screening O=C(COC(=O)Cc1ccsc1)NCC12CC3CC(CC(C3)C1)C2 returned D2 agonist 0.2, RXFP1 antagonist 17, D1 agonist 0, D2 PAM -6, TRHR agonist -0.6, D1 potentiator 6, D1 antag -5, TRHR PAM 3 and D2 antagonist 0.
Screening CCc1nnc(SCCSc2nnc(CC)n2N)n1N returned D2 agonist 0.9, RXFP1 antagonist 5, D1 agonist 3, D2 PAM -7, TRHR agonist 1.3, D1 potentiator 2, D1 antag -18, TRHR PAM -4 and D2 antagonist 24.
O=C(C[N+]1(CC#Cc2ccccc2)CCOCC1)c1ccc(Cl)cc1 was read as D2 agonist -0.1, RXFP1 antagonist -3, D1 agonist 4, D2 PAM 3, TRHR agonist 0.1, D1 potentiator -2, D1 antag 21, TRHR PAM -3 and D2 antagonist -5.
For O=C(NCc1ccc(Cl)cc1)C(=O)NCC(c1cccs1)S(=O)(=O)c1ccc(Cl)cc1 (configuration not stated) the results were RXFP1 antagonist -2, D1 agonist 11, D2 PAM -6, TRHR agonist 0.3, D1 potentiator -2 and TRHR PAM -3.
`COc1cccc(-c2ncc3ccccc3c2COC(=O)c2ccccc2C(=O)O)c1` gave D1 agonist 0, D2 PAM 8, TRHR agonist -0.3, D1 potentiator 7 and TRHR PAM 2.
Screening Cc1onc(C(=O)NN)c1-c1csc(COc2ccccc2)n1 returned D2 agonist -1.5, RXFP1 antagonist 4, D1 agonist 2, D2 PAM 3, TRHR agonist 1.4, D1 potentiator -4, D1 antag -9, TRHR PAM -8 and D2 antagonist 21.
Screening Cc1cc(C)c2oc(C(=O)N(Cc3ccccc3)c3ccccn3)cc(=O)c2c1 returned D2 agonist -1.7, RXFP1 antagonist -26, D1 agonist 5, D2 PAM -4, TRHR agonist 3.6, D1 potentiator -7, D1 antag 12, TRHR PAM -2 and D2 antagonist -19.
Screening O=C(Oc1ccc2c(c1)OCO2)c1ccc(Br)c(S(=O)(=O)N2CCOCC2)c1 returned D2 agonist 0.7, RXFP1 antagonist -8, D1 agonist 12, D2 PAM 12, TRHR agonist 0.7, D1 potentiator 1, D1 antag -16, TRHR PAM 4 and D2 antagonist 18.
Screening COc1ccc2[nH]cc(/C=N/NS(=O)(=O)c3ccc(C)cc3)c2c1 returned D2 agonist -0.4, RXFP1 antagonist 2, D1 agonist 4, D2 PAM 4, TRHR agonist -0.6, D1 potentiator -3, D1 antag -6, TRHR PAM -2 and D2 antagonist -3.
`Cc1ccc(NC(=O)CN(C)S(=O)(=O)c2ccc3c(c2)c(=O)n(C)c(=O)n3C)cc1` gave D2 agonist 1.3, RXFP1 antagonist -3, D1 agonist 3, D2 PAM 7, TRHR agonist 0.0, D1 potentiator 8, D1 antag 7, TRHR PAM -2 and D2 antagonist -17.
For CC(C)C[C@H](NC(=O)c1nc[nH]c1C(=O)NC1CCN(C(=O)OC(C)(C)C)CC1)C(=O)OCc1ccccc1 the results were D2 agonist 0.3, D1 agonist 13, D2 PAM 7, TRHR agonist 0.4, D1 potentiator -3, D1 antag 0, TRHR PAM -9 and D2 antagonist 20.
CCOc1ccc(CCNC(=O)c2ccc(NC3=NC4CS(=O)(=O)CC4S3)cc2)cc1 (configuration not stated) was read as D2 agonist 0.6, RXFP1 antagonist -2, D1 agonist 1, D2 PAM 0, TRHR agonist 0.7, D1 potentiator 10, D1 antag -12, TRHR PAM 27 and D2 antagonist -8.
`COc1ccccc1CN1CC(C(=O)N2CCCCCCC2)CCC1=O` (configuration not stated) gave D2 agonist 0.4, RXFP1 antagonist -1, D1 agonist 2, D2 PAM 0, TRHR agonist -0.1, D1 potentiator -1, D1 antag -23, TRHR PAM 2 and D2 antagonist 2.
Screening O=C(c1cc(C2CC2)nn1-c1ccccc1)N1CCN(S(=O)(=O)c2cccc(F)c2)CC1 returned RXFP1 antagonist 5, D1 agonist 6, D2 PAM -26, TRHR agonist -0.2, D1 potentiator -1, D1 antag -30 and TRHR PAM 4.
For CC(C)CNC(=O)c1cccc(NC(=O)COc2cccc([N+](=O)[O-])c2)c1 the results were RXFP1 antagonist -2, D1 agonist 6, TRHR agonist 0.8, D1 potentiator -10, D1 antag -21 and TRHR PAM -2.
Screening CCc1ccc(S(=O)(=O)Nc2ccc3c(c2)sc(=O)n3C)cc1 returned D2 agonist 0.2, RXFP1 antagonist -10, D1 agonist 8, D2 PAM -4, TRHR agonist -0.6, D1 potentiator -3, D1 antag -13 and TRHR PAM 3.
Cc1ccc2nc(SCC(=O)c3ccc4c(c3)OCO4)[nH]c2c1 was read as D2 agonist -0.8, RXFP1 antagonist -16, D1 agonist 0, D2 PAM -15, TRHR agonist -0.5, D1 potentiator 0, D1 antag 6, TRHR PAM 2 and D2 antagonist -7.
`O=C(NCCCn1ccnc1)/C(=C/c1ccc(F)cc1)NC(=O)c1ccccc1` gave D2 agonist 0.6, RXFP1 antagonist 8, D1 agonist 3, D2 PAM 8, TRHR agonist 0.3, D1 potentiator 2, D1 antag 8, TRHR PAM 2 and D2 antagonist -14.
COc1ccc2cc(-c3[nH]ncc3CNCCn3nc(C)cc3C)ccc2c1 was read as D2 agonist 0.5, RXFP1 antagonist 1, D1 agonist 0, D2 PAM 11, TRHR agonist 0.0, D1 potentiator -2, D1 antag -5, TRHR PAM 10 and D2 antagonist -3.
